Compound activity deposited in PubChem BioAssay by NCI.
All columns: NCI-60 one-dose screen, growth in % after 48 h at 10 µM unless noted; 100 = growth as untreated, 0 = no growth, -100 = all killed.
HL-60(TB) – HL-60(TB) leukemia cells; 9% of 78,000 active; active = growth percent below 10
Starred values were filed as active, the others as inactive; & = joins results of further samples; [ ] = remark or other dose. An excerpt; the hit share may differ from the screen's.

How did CC[C@H](C)[C@H](NC(=O)CN(C)C)C(=O)N(C)[C@H](C[C@@H](OC(C)=O)c1nc(C(=O)NC23CC(C(=O)OC)(C2)C3)cs1)C(C)C do in these assays?
HL-60(TB): -19*

How did Nc1ccc2c(c1)/C(=C/c1cccnc1)c1ccccc1-2 do in these assays?
HL-60(TB): 106

Results for C=C1[C@@H](C)[C@H]2[C@H](Cc3ccccc3)NC(=O)[C@]23[C@@H](O)/C=C/[C@@](C)(O)C(=O)[C@@H](C)C/C=C/[C@H]3[C@@H]1O ?
HL-60(TB): 73

Results for O=C(CSc1nnc(-c2ccc(Cl)cc2)o1)c1ccc(Cl)cc1 ?
HL-60(TB): 101

How did C/C(=C\Cl)COC(C)(C)C do in these assays?
HL-60(TB): 107&100

What do the screens show for `O=S(=O)(c1ccccc1)N1C=C/C(=C\Cn2cc(-c3ccccc3)nn2)CC1`?
HL-60(TB): 100

Results for CC(C)c1cc2c(c3c1C(=O)CC3)C(C)(C)CCC2(C)C ?
HL-60(TB): 33

How did CC1=C(C)C[C@]2(Cc3ccccc3C2=O)S(=O)C1 (some centres not stated) do in these assays?
HL-60(TB): 79

How did CCN1C(=O)N(CC)C2Nn3c(s/c(=C\c4ccc(F)cc4)c3=O)=NC21 (configuration not stated) do in these assays?
HL-60(TB): 91

Results for C=C(C)[C@@H]1CC[C@]2(C(=O)NC3CCCCC3)CC[C@]3(C)[C@H](CC[C@@H]4[C@@]5(C)CCCNC(C)(C)[C@@H]5CC[C@]43C)[C@@H]12 ?
HL-60(TB): 24

How did C#C[C@]1(O)CC[C@H]2[C@@H]3CC=C4c5sc(Nc6ccc(C)cn6)nc5CC[C@]4(C)[C@H]3CC[C@@]21C do in these assays?
HL-60(TB): -43*

Results for CCOc1c(C#N)c2c(N)ncnc2n1C1OC(CO)C(O)C1O (configuration not stated) ?
HL-60(TB): 3.0*

Results for COc1cccc(C2NC(=O)c3c(n[nH]c3N)S2)c1O (configuration not stated) ?
HL-60(TB): 111

What do the screens show for `O=C(N/N=C\c1cc(Br)cc(Br)c1O)N/N=C/c1cc(Br)cc(Br)c1O`?
HL-60(TB): 8.7*

Results for Cc1cc(Cl)ccc1Nc1nc(C(F)(F)F)ccc1C(=O)N/N=C/c1ccc(N(C)C)cc1 ?
HL-60(TB): 12

Results for CN1C(=O)c2ccccc2CC12c1ccccc1C(=O)N2C (configuration not stated) ?
HL-60(TB): 96

How did CSc1nc2c(c(=O)n1C)CN(C1CCCCC1)C(=O)C(c1ccccc1)N2 (configuration not stated) do in these assays?
HL-60(TB): 65[100 µM]

Results for CSc1ccc2c(c1)N(C(=O)/C(C#N)=C/c1ccc(N(C)C)cc1)c1ccccc1S2 ?
HL-60(TB): 92

What do the screens show for `COc1ccc(-c2cc3c(cc2O)CC[C@@H]2[C@@H]3CC[C@]3(C)[C@@H](O)CC[C@@H]23)cc1`?
HL-60(TB): 91

How did O=[N+]([O-])CC(OCCCc1ccccc1)C(Cl)(Cl)Cl (configuration not stated) do in these assays?
HL-60(TB): 83

What do the screens show for `CCN(CC)CCOC(=O)C(OCCC(C)C)(c1ccccc1)c1ccccc1`?
HL-60(TB): 72

Results for N=C(N)c1ccc(-c2ccc(-c3ccccc3)o2)nc1 ?
HL-60(TB): 54

Results for CCN(CCO)C(C(=O)c1ccc(Cl)cc1)c1ccc(Cl)cc1 (configuration not stated) ?
HL-60(TB): 97

How did Cc1cc(=O)c2c(C)nn(-c3ccccc3)c2[nH]1 do in these assays?
HL-60(TB): 89

What do the screens show for `Nc1nc(C(F)(F)F)cs1`?
HL-60(TB): 102

How did CC(=O)Oc1csc(N(C(C)=O)c2cccc(Br)c2)n1 do in these assays?
HL-60(TB): 103

How did O=C(c1nnc(Nc2cccc(Br)c2)o1)c1c[nH]c2ccccc12 do in these assays?
HL-60(TB): 102

What do the screens show for `c1ccc(-c2onc3ccc(-n4nncc4C4CCCO4)cc23)cc1` (configuration not stated)?
HL-60(TB): 90

How did COC(=O)Nc1ccc(-c2nc(-c3cccc(O)c3)c(-c3ccnc(Br)c3)[nH]2)cc1 do in these assays?
HL-60(TB): 28

Results for Cc1cc2c(cc1C)[n+](Cc1ccc3ccccc3n1)cn2Cc1ccc2ccccc2n1 ?
HL-60(TB): -50*

Already shown: entries from further up.
What do the screens show for `c1ccc(-c2onc3ccc(-n4nncc4C4CCCO4)cc23)cc1` (configuration not stated)?
HL-60(TB): 90

How did COC(=O)Nc1ccc(-c2nc(-c3cccc(O)c3)c(-c3ccnc(Br)c3)[nH]2)cc1 do in these assays?
HL-60(TB): 28

Results for Cc1cc2c(cc1C)[n+](Cc1ccc3ccccc3n1)cn2Cc1ccc2ccccc2n1 ?
HL-60(TB): -50*

Next compounds follow.
How did COc1cccc(C2C3=C(COC3=O)N(CCO)c3cc(OC)c(OC)cc32)c1 (configuration not stated) do in these assays?
HL-60(TB): 84

What do the screens show for `CCN1CCN(c2oc(-c3ccc(Cl)cc3)nc2C#N)CC1`?
HL-60(TB): 102

Results for CCOc1ccc2nc(NCc3ccc(C(C)C)cc3)sc2c1 ?
HL-60(TB): 94

How did CC(C)Cc1c[nH]c(=O)[nH]c1=O do in these assays?
HL-60(TB): 72

Results for Cn1c(-c2c(N)n(Cc3cccnc3)c3nc(C#N)c(C#N)nc23)nc2ccccc21 ?
HL-60(TB): 50

How did N#Cc1cn(-c2ncc(C(N)=O)c(N)n2)nc1N=N do in these assays?
HL-60(TB): 92

How did O=C(CNc1nc(-c2cccc([N+](=O)[O-])c2)cs1)Nc1ccccc1[N+](=O)[O-] do in these assays?
HL-60(TB): 106

Results for COc1ccc(C(=O)C2CC2)cc1 ?
HL-60(TB): 67

What do the screens show for `S=c1nc(-c2ccccc2)cc(-c2cc3ccccc3nc2Cl)[nH]1`?
HL-60(TB): 9.0*

Results for CC(=O)N1CCN(CCNC(=O)n2cc(-c3ccncc3)c(-c3cc(O)cc(Cl)c3)n2)CC1 ?
HL-60(TB): 60

Results for CC(=O)Nc1nc(C)c(-c2n[nH]c(=S)n2-c2ccccc2)s1 ?
HL-60(TB): 98

How did COc1ccc2[nH]c(=O)c(CSc3ccc(Nc4nccc(-c5ccc(Cl)cc5)n4)cc3)cc2c1 do in these assays?
HL-60(TB): 86

Results for ClC(Cl)(Cl)c1cccc(C(Cl)(Cl)Cl)c1 ?
HL-60(TB): 78

What do the screens show for `CCCCN(CC)CC(CC)Nc1cc(OC)cc2cccnc12` (configuration not stated)?
HL-60(TB): 126

What do the screens show for `CNC(=O)OC(C)(C)C#N`?
HL-60(TB): 95

What do the screens show for `CN1C(=O)C(N=Nc2ccc([N+](=O)[O-])cc2)SC1=S` (configuration not stated)?
HL-60(TB): -10*

What do the screens show for `CCN(CC)c1ccc(CCc2ccc(N(CC)CC)cc2N)c(N)c1`?
HL-60(TB): 81

How did C=C(C)[C@@H]1CC[C@]2(C(=O)O)CC[C@]3(C)[C@H](CC[C@@H]4[C@@]5(C)C[C@@H](Cc6cn(CCOC7OC(CO)C(O)C(O)C7O)nn6)[C@H](O)C(C)(C)[C@@H]5CC[C@]43C)[C@@H]12 (some centres not stated) do in these assays?
HL-60(TB): 109

What do the screens show for `O=C(COc1ccc(/C=C2\Oc3ccccc3C2=O)cc1)Nc1nc2ccccc2s1`?
HL-60(TB): -69*

What do the screens show for `COc1ccc2c(c1)CC[C@@H]1[C@@H]2CC[C@]2(C)C3C(=CC(COC(C)=O)C4C(=O)c5cccc(O)c5C(=O)C43)C[C@@H]12` (some centres not stated)?
HL-60(TB): 53

How did COc1ccc(/C=N/NC(=O)C[N+](C)(C)C)cc1S(=O)(=O)O do in these assays?
HL-60(TB): 140

What do the screens show for `CCOC(=O)c1c2c(c(C)n1C)-c1nn(-c3ccc(OC)cc3)cc1CC2`?
HL-60(TB): 58

How did C/C(=N\NS(=O)(=O)c1ccc(C)cc1)c1ccccc1 do in these assays?
HL-60(TB): 100&97

Results for S=c1[nH]cnc(S)c1Cl ?
HL-60(TB): 87

How did CNC(=O)c1cc(Oc2cccc3nc(Nc4ccc(Oc5ccccc5)cc4)ccc23)ccn1 do in these assays?
HL-60(TB): 87

Results for CC(C(=O)OC1CC(C)(C)N([O])C(C)(C)C1)c1cccc(C(=O)c2ccccc2)c1 (configuration not stated) ?
HL-60(TB): 105

Results for CC(=O)N1N=C(c2ccc(C)cc2)CC1c1ccc(Oc2ccc(Cl)cc2)cc1 (configuration not stated) ?
HL-60(TB): 97

What do the screens show for `CCOP(=S)(OCC)Oc1ccc([N+](=O)[O-])cc1`?
HL-60(TB): 103

What do the screens show for `COc1ccc(C(=O)NNC(=O)c2cc(OC)c(OC)c(OC)c2)cc1OP(=O)(O)O`?
HL-60(TB): 59

What do the screens show for `NS(=O)(=O)c1ccc(NC(=O)CCS(=O)(=O)c2ccccc2)cc1`?
HL-60(TB): 102

What do the screens show for `O=C(CN1C(=O)/C(=C/c2cccs2)SC1=S)NCCc1c[nH]c2ccccc12`?
HL-60(TB): 86

What do the screens show for `COc1cc2cc(/C=C/C(=O)c3ccc(Nc4nccc(-c5ccc6ccccc6c5)n4)cc3)c(=O)[nH]c2cc1OC`?
HL-60(TB): 99

How did Cc1ccc(S(=O)(=O)N/N=C/C=N/NS(=O)(=O)c2ccc(C)cc2)cc1 do in these assays?
HL-60(TB): 108

How did COc1ccccc1-c1nc(-c2ccccc2O)cn2ccnc12 do in these assays?
HL-60(TB): 99

Results for CCOC(=O)C1=C(C(F)(F)F)NC(=S)NC1CN1C(=O)c2ccccc2C1=O (configuration not stated) ?
HL-60(TB): 87

What do the screens show for `Cc1ccc(/C(=N/c2sc(-c3ccccc3)nc2-c2ccccc2)N2CCC(C)CC2)cc1`?
HL-60(TB): 106

How did COc1ccc(C2=NN(C=O)C(c3ccc(Cl)cc3)C2)cc1S(N)(=O)=O (configuration not stated) do in these assays?
HL-60(TB): 93

Results for O=C1C2=C(CCN(Cc3ccccc3)C2)N2CCN=C2N1Cc1ccc(F)cc1F ?
HL-60(TB): 28

How did COc1cc(C2CC(=O)Nc3c(-c4ccc(Cl)cc4)nsc32)c(OC)c2c1OCO2 (configuration not stated) do in these assays?
HL-60(TB): 99

How did c1ccc(C2CN3CCSC3=N2)cc1 (configuration not stated) do in these assays?
HL-60(TB): 133&158&106&96

What do the screens show for `Cc1ccc(-c2nn(-c3ccccc3)cc2/C=C/C(=O)OCc2cn(-c3ccc(C)cc3)nn2)cc1`?
HL-60(TB): 90

How did C=C(C)[C@@H]1CC=C2c3sc(-c4ccccc4O)nc3C[C@@H](C)[C@]2(C)C1 do in these assays?
HL-60(TB): 101

What do the screens show for `CSc1nnc2n(C)c(=O)c(C#N)c(-c3ccco3)n12`?
HL-60(TB): 100

What do the screens show for `CC1(C)CC2=C3C=C[C@@H]4[C@@]5(C)CC[C@@H](O)C(C)(C)[C@@H]5CC[C@@]4(C)[C@]3(C)CC[C@@]2(C(=O)O)C[C@H]1O`?
HL-60(TB): 52

How did CCN1C2=C(Sc3ssc(=S)c31)SC1c3cccn3CCN1C2=O (configuration not stated) do in these assays?
HL-60(TB): 100

Results for C/C(=C\c1ccn(-c2ccc(N)c(C(F)(F)F)c2)n1)[C@@H]1C[C@@H]2O[C@]2(C)CCC[C@H](C)[C@H](O)[C@@H](C)C(=O)C(C)(C)[C@@H](O)CC(=O)O1 ?
HL-60(TB): 7.4*

What do the screens show for `O=c1c2cc(Cl)ccc2oc2ccc(OCCCCCN3CCCCCC3)cc12`?
HL-60(TB): 54

How did O=S(=O)(CS(=O)(=O)c1ccc(Cl)c(Cl)c1)c1ccc(Cl)c(Cl)c1 do in these assays?
HL-60(TB): 110

How did COc1cc2c(cc1O)C(=O)CCCC2 do in these assays?
HL-60(TB): 90

How did CCCCN(CCCC)CC(O)c1ccc(OCc2ccccc2)c2ccccc12 (configuration not stated) do in these assays?
HL-60(TB): -24*

What do the screens show for `Cc1nc(Nc2ccccn2)sc1C(=O)CC(SCC(=O)Nc1ccc(Cl)cc1)c1ccccc1F` (configuration not stated)?
HL-60(TB): 14

How did Cc1cc2c(cc1C)NC1=C(N2)OC(c2c3ccccc3cc3ccccc23)C1=O (configuration not stated) do in these assays?
HL-60(TB): 3.0*

Results for Cc1ccc(CC(N)(C(=O)O)c2ccccc2)cc1 (configuration not stated) ?
HL-60(TB): 99

What do the screens show for `NS(=O)(=O)c1ccc(Nc2nc(Nc3ccccc3)nc(N3N=C(c4ccc(Cl)cc4)CC3c3ccc4c(c3)OCO4)n2)cc1` (configuration not stated)?
HL-60(TB): 73

How did CC(=O)c1cccc(NS(=O)(=O)c2ccc(C)cc2)c1 do in these assays?
HL-60(TB): 71

What do the screens show for `C[C@H]1[C@H]2C3=CC[C@@H]4[C@@]5(C)C/C(=C/c6ccco6)C(=O)C(C)(C)[C@@H]5CC[C@@]4(C)[C@]3(C)CC[C@@]2(C(=O)N2CCOCC2)CC[C@@H]1C`?
HL-60(TB): 15

Among those listed so far, eleven have an NH in an aromatic ring.
Results for COc1cccc(C2NC(=O)c3c(n[nH]c3N)S2)c1O (configuration not stated) ?
HL-60(TB): 111

How did Cc1cc(=O)c2c(C)nn(-c3ccccc3)c2[nH]1 do in these assays?
HL-60(TB): 89

How did O=C(c1nnc(Nc2cccc(Br)c2)o1)c1c[nH]c2ccccc12 do in these assays?
HL-60(TB): 102

How did COC(=O)Nc1ccc(-c2nc(-c3cccc(O)c3)c(-c3ccnc(Br)c3)[nH]2)cc1 do in these assays?
HL-60(TB): 28

How did CC(C)Cc1c[nH]c(=O)[nH]c1=O do in these assays?
HL-60(TB): 72

What do the screens show for `S=c1nc(-c2ccccc2)cc(-c2cc3ccccc3nc2Cl)[nH]1`?
HL-60(TB): 9.0*

Results for CC(=O)Nc1nc(C)c(-c2n[nH]c(=S)n2-c2ccccc2)s1 ?
HL-60(TB): 98

How did COc1ccc2[nH]c(=O)c(CSc3ccc(Nc4nccc(-c5ccc(Cl)cc5)n4)cc3)cc2c1 do in these assays?
HL-60(TB): 86

Results for S=c1[nH]cnc(S)c1Cl ?
HL-60(TB): 87

What do the screens show for `O=C(CN1C(=O)/C(=C/c2cccs2)SC1=S)NCCc1c[nH]c2ccccc12`?
HL-60(TB): 86

What do the screens show for `COc1cc2cc(/C=C/C(=O)c3ccc(Nc4nccc(-c5ccc6ccccc6c5)n4)cc3)c(=O)[nH]c2cc1OC`?
HL-60(TB): 99
